# Rv3671c inh: inhibitors of M. tuberculosis serine protease Rv3671c | inhibition, % at 5.96 µM | 320,000 compounds, 0.048% hits; in the data active = inhibition above about 38%;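 note: extracellular domain of Rv3671c used as enzyme; 0% = enzyme with DMSO and 100% = no enzyme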
# Target sequence (P9WHR9 whole entry, looked up, the tested form may be a part): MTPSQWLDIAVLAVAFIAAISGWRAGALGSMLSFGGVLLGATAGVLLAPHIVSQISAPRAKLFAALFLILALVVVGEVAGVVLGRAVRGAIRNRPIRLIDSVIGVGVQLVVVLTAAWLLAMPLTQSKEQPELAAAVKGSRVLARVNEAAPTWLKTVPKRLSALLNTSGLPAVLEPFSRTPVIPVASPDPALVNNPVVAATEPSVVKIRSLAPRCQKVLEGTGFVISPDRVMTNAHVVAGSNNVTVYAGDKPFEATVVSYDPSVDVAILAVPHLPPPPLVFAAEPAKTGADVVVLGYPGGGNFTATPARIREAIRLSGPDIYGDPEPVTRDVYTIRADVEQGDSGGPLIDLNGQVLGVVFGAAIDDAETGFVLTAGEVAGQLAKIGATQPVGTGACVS
# DUSP3 inh: DUSP3 (human) phosphatase inhibition; AID 1654; 290,000 compounds, 0.52% hits; inhibition, % at 13.3 µM; recombinant VHR phosphatase, pNPP absorbance; in the data active = inhibition above about 50%; note: some compounds called inactive have numbers as strong as hits
# SSB-PriA inh: K. pneumoniae PriA-SSBct interaction inhibition | AlphaScreen SSBct-PriA binding, biotinylated peptide | inhibition, % at 33 µM | 430,000 compounds, 0.6% hits | AID 1272365; in the data active = inhibition mostly above about 37%, no sharp cut-off; inactive = mostly below about 20%;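 note: plate controls were negative control peptide for no effect and reference peptide for full effect; strong numbers were not always called active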
# GDH-TPI inh: inhibits GDH-TPI coupling enzymes, artifact for Mtb FBA screen | inhibition, % at 4.8 µM | GDH-TPI coupled enzyme counterscreen, NADH absorbance | AID 588335 | 360,000 compounds, 1.2% hits; in the data active = inhibition above about 30%;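 note: 0% = DMSO wells and 100% = wells lacking the enzyme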
# Mtb BioA inh: BioA (M. tuberculosis) enzyme inhibition; purified M. tuberculosis BioA enzyme, plate reader; inhibition, % at 9.99 µM; 360,000 compounds, 0.096% hits; in the data active = inhibition above about 40%; inconclusive = no clear call, values can overlap the other calls
# Mtb FBA inh: inhibits M. tuberculosis FBA enzyme. 360,000 compounds, 2.3% hits. inhibition, % at 1 µM. P9WQA3. purified M. tuberculosis FBA, fluorescence read-out; in the data active = inhibition above about 27%;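 note: 0% = vehicle and 100% = reference inhibitor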
# MazF activator: MazEF (E. coli) toxin RNase activation. AID 504720. P0AE70. activation, % at 20 µM. FAM/BHQ RNA-DNA oligo cleavage fluorescence, 5 h. 350,000 compounds, 0.32% hits; in the data active = activation above about 50%
# Target sequence (P0AE70 whole entry, looked up): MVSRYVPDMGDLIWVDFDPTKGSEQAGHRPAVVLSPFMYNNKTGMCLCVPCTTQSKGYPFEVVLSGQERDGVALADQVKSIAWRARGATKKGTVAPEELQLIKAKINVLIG
# UGM FP inh: Mtb UDP-galactopyranose mutase inhibition | P9WIQ1 | purified UGM, fluorescence polarization probe displacement | inhibition, % at 10 µM | 320,000 compounds, 0.06% hits; in the data active = inhibition above about 10%, passing the limit was not always enough; inconclusive = no clear call, values can overlap the other calls
# Target sequence (P9WIQ1 whole entry, looked up): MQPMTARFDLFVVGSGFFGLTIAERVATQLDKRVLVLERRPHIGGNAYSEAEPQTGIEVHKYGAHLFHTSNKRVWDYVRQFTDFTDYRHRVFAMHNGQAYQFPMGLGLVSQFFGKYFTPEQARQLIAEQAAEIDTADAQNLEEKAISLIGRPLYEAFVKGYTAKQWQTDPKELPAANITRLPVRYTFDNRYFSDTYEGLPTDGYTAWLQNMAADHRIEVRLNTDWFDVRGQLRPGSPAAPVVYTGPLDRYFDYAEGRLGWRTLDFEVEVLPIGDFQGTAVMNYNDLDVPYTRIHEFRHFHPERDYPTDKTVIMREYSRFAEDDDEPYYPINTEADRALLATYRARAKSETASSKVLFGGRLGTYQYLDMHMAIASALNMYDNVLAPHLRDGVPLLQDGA
# 3CLpro inhibitor: SARS-CoV 3CLpro protease inhibition | AID 1706 | 290,000 compounds, 0.14% hits | P0C6X7 | recombinant SARS-CoV 3CLpro, quenched FRET peptide cleavage | inhibition, % at 6 µM; in the data active = inhibition above about 12%
# BH1578 lux ind: quorum light induction in luxS cqsA deficient V. cholerae; 350,000 compounds, 0.16% hits; activation, % at 18.7 µM; V. cholerae BH1578 lux reporter, luminescence, 6 h; in the data active = activation mostly above about 9.7%, no sharp cut-off; inconclusive = no clear call, values can overlap the other calls; inactive = mostly below about 3.7%; note: not every result past the cut was called active; inactives centre near 0; reference of the scale not given here
# The depositor's hits bear a star; i = inactive; u = inconclusive; x = not tested or not shown; & = joins results of further samples. An excerpt (hit frequency here may not be typical).
SMILES,Rv3671c inh,DUSP3 inh,SSB-PriA inh,GDH-TPI inh,Mtb BioA inh,Mtb FBA inh,MazF activator,UGM FP inh,3CLpro inhibitor,BH1578 lux ind
OCCCNC(=S)Nc1ccc2nccnc2c1,-9,38,24,0,x,14,8,2.8,-7,i
O=C(NCC(=O)N1CC=C(c2ccccc2)CC1)c1ccc(F)cc1,1,x,-8,-1,x,0,-4,-2.2,x,i
O=C(CSC1=Nc2ccccc2C2=NC(CC(=O)NCc3ccco3)C(=O)N12)NCC1CCCO1 (centres undefined),-6,25,-10,0,-0.3,7,-10,1.1,-8,-0.5
COc1ccc(OC2CCN(S(=O)(=O)c3cccc(F)c3)CC2)cc1,11,-8,-14,3,0.5,1,0,1.5,8,-0.8
c1ccc2c(N3CCOCC3)c3c(nc2c1)CCC3,0,4,7,4,0.5,1,10,-0.8,3,-0.3
O=c1oc2ccccc2n1Cc1ccccc1F,-4,10,-13,-5,-1.2,2,-1,-0.5,2,i
CCCCNCCCOc1ccc(C)cc1Br,-7,16,6,14,x,2,2,-2.1,-10,-0.9
COc1ccc(S(=O)(=O)N2CCN(C(=O)CN3C(=O)NC4(CCCC4)C3=O)CC2)cc1,2,24,-35,1,1.0,1,5,-0.3,2,1.4
CCCN(CC1CC1)C(=S)NC(=O)c1ccccc1Br,-7,x,1,3,1.1,-1,1,-0.4,x,0.4
O=C(c1ccc(Cl)nc1)N1CCc2ccccc2C1,-2,18,-2,-4,6.1,0,2,-2.2,0,i
Cc1ccc(S(=O)(=O)CC2CSc3nnc(C)c(=O)n32)cc1 (centres undefined),-3,27,-2,-11,-1.3,2,8,-2.0,2,-9.1
Cc1ccc(NC(=O)c2c(-c3ccccc3)noc2C)nc1,10,5,-6,-4,x,-2,-6,1.1,-2,-0.5
CCNC(=O)COC(=O)c1ccc(-c2nc3ccccc3s2)s1,2,2,1,21,x,59*,-3,-0.8,-2,0.2
COc1ccc(OC(=O)C2CC(=O)N(c3ccc(C)cc3)C2)cc1 (centres undefined),1,-18,-5,-1,x,2,5,0.7,5,i
O=C(Cn1ncc(Cl)c(Cl)c1=O)N1CCN(S(=O)(=O)c2ccc3ccccc3c2)CC1,-16,18,1,-2,x,-1,2,-0.5,-1,0.7
CCC[C@@H](CN1CCC[C@H]1CN1C(N)=NC[C@H]1C(C)C)N1C[C@@H](Cc2ccccc2)N(CCCC2CCCC2)C1=N,9,x,2,-9,-2.7,-1,32,-1.9,x,i
O=C(CNC(=O)c1ccc(Cl)cc1)OCN1C(=O)c2ccccc2C1=O,0,x,-10,9,-2.0,-2,12,1.0,x,11
CC1CCN(C(=O)Cn2nnc(-c3ccc(N)cc3)n2)CC1,-1,-10,-15,8,1.3,-2,-24,-0.1,-5,i
O=C(Nc1ccccc1)c1cc([N+](=O)[O-])ccc1N1CCNCC1,-8,-8,7,3,x,-4,9,-1.0,-2,0.0
O=C1C=C(c2cc(F)ccc2F)C[C@@H](c2ccc(F)cc2)C1,-10,x,-35,1,-0.7,2,-3,-1.4,x,-0.6
Cc1ccc(OCCn2cnc3c(N)ncnc32)cc1,-10,45,3&-15,-5,-1.2,-15,0,1.0,-1,i
O=C(CN1C(=O)CCSc2ccccc21)Nc1ccc2c(c1)OCO2,4,7,-3,-9,-0.2,0,-2,-3.1,0,i
Cc1nccn1-c1ccc(C(F)(F)F)cc1NC=O,6,15,-13,-1,0.4,-2,-3,-0.7,-2,0.4
O=C(CCN1C(=O)c2ccccc2C1=O)Oc1ccc2ccccc2c1,-10,1,-7,10,-1.0,5,24,-1.7,0,-0.4
O=C(NC1CCN(Cc2ccccc2)CC1)C1COc2ccccc2O1 (centres undefined),3,24,-26,4,0.0,-1,3,1.6,-2,i
CCC(C)(C(=O)NC1CCCC1)N(C(=O)CC1NC(=O)NC1=O)c1ccc(C)cc1 (centres undefined),4,9,-16,-4,0.0,-2,-4,2.7,-1,-0.3
Cc1c(C(=O)NCCc2ccc3c(c2)OCCO3)oc2ccccc12,-12,31,-10,-5,x,1,5,u,1,-0.4
COc1cccc(C(=O)NCc2cccnc2)c1,-5,-6,1,3,-0.5,-2,-1,-1.1,3,-0.4
Cc1cc(Cl)ccc1OCc1nc(-c2ccc(O)cc2)n[nH]1,-23,11,-12,3,2.6,-3,2,-2.4,4,i
CN(C)c1ccc(C(CC(=O)c2ccccc2)C2CCCCC2=O)cc1 (centres undefined),-1,43,5,-6,x,-2,3,-0.8,3,-4.5
Cc1ccc(C(=O)NCCSc2ccc(Cl)cc2)cc1S(=O)(=O)Nc1ccccc1,-101,11,-7,8,-0.2,1,2,0.9,12,i
CC1CC(=O)N(c2ccc(NCCc3ccc(O)cc3)c([N+](=O)[O-])c2)C1=O (centres undefined),-1,12,27,-12,4.4,-13,-3,0.4,8,-0.2
Cn1cc(/C=C(\C#N)C(=O)Nc2ncc(Cc3cccc(Cl)c3)s2)c2ccccc21,-18,18,x,x,x,x,x,-3.7,2,x
COc1ccc(N2C(=O)CC(N3CCN(S(=O)(=O)c4c(F)cccc4F)CC3)C2=O)cc1OC (centres undefined),2,-10,-10,-10,x,-2,1,-0.2,-1,-3.3
CN1CCc2c(C#N)c(N3CCCCC3)nc(NCc3ccccc3)c2C1,3,36,-13,8,1.9,5,17,-0.8,2,i
CCc1cc(=O)oc2cc(C)cc(OCC(=O)N3CCC(C(=O)O)(c4ccccc4)CC3)c12,-4,-8,0,14,-0.9,88*,-8,-0.1,6,-0.4
CN(C)/C=N/C1=C(C#N)C(c2ccc(Br)cc2)c2ccc3ccccc3c2O1 (centres undefined),-10,2,x,-9,-0.6,0,-4,0.4,0,i
CCOc1cc(C)c(S(=O)(=O)Nc2ccc(Cl)cn2)cc1C,2,-4,-19,7,-0.6,0,-7,-4.3,0,-0.3
Cc1cccc(NC(=O)c2ccc(-c3ccccc3[N+](=O)[O-])o2)c1,2,-9,0,10,-0.4,3,17,-2.5,7,-0.3
COc1ccc(CC(=O)N(C)CC(=O)Nc2ccccc2SC)cc1,2,47,-6,2,0.0,-1,6,-0.6,0,-0.2
O/N=C1/CC/C(=N\O)c2nn(-c3ccccc3)nc21,3,-14,x,-9,-1.1,3,7,4.3,-2,-1.7
CCn1cc(C(=O)OC)c(=O)c2ccc(C)nc21,16,-5,-7,-5,0.1,-3,-9,-0.1,6,-0.2
COc1ccc(CNC(=O)c2cc(C3CC3)nc3c2cnn3C(C)C)cc1,7,x,-6,2,0.7,4,-8,0.4,x,2.6
O=C(O)c1ccc(CNCc2cccc(Oc3ccccc3)c2)cc1,-7,24,-12,1,0.6,0,1,-0.1,-6,-0.5
COc1ccc(/C=C(/NC(=O)c2ccccc2)c2nc3ccc(Cl)cc3[nH]2)cc1OC,-22,5,-13,36*,x,3,-6,6.7,1,-0.3

# Pulled by compound from the entries so far:
SMILES,Rv3671c inh,DUSP3 inh,SSB-PriA inh,GDH-TPI inh,Mtb BioA inh,Mtb FBA inh,MazF activator,UGM FP inh,3CLpro inhibitor,BH1578 lux ind
Cc1ccc(C(=O)NCCSc2ccc(Cl)cc2)cc1S(=O)(=O)Nc1ccccc1,-101,11,-7,8,-0.2,1,2,0.9,12,i
CN(C)/C=N/C1=C(C#N)C(c2ccc(Br)cc2)c2ccc3ccccc3c2O1 (centres undefined),-10,2,x,-9,-0.6,0,-4,0.4,0,i
CN1CCc2c(C#N)c(N3CCCCC3)nc(NCc3ccccc3)c2C1,3,36,-13,8,1.9,5,17,-0.8,2,i

# 2 entries from above in another layout.
SMILES	Rv3671c inh	DUSP3 inh	SSB-PriA inh	GDH-TPI inh	Mtb BioA inh	Mtb FBA inh	MazF activator	UGM FP inh	3CLpro inhibitor	BH1578 lux ind
CN(C)/C=N/C1=C(C#N)C(c2ccc(Br)cc2)c2ccc3ccccc3c2O1 (centres undefined)	-10	2	x	-9	-0.6	0	-4	0.4	0	i
CCOc1cc(C)c(S(=O)(=O)Nc2ccc(Cl)cn2)cc1C	2	-4	-19	7	-0.6	0	-7	-4.3	0	-0.3

# Further results:
SMILES,Rv3671c inh,DUSP3 inh,SSB-PriA inh,GDH-TPI inh,Mtb BioA inh,Mtb FBA inh,MazF activator,UGM FP inh,3CLpro inhibitor,BH1578 lux ind
CCCC(=O)NC1CCc2cc(OC)c(OC)c(OC)c2-c2ccc(OC)c(=O)cc21 (centres undefined),x,x,-8,28,x,4,4,x,x,-5.6
CCCc1nnc(NC(=O)CCC(=O)N2CCN(S(=O)(=O)c3ccc(C)cc3)CC2)s1,-4,-6,-17,3,x,1,7,-1.0,-2,-0.5
Cc1cc(=O)oc2cc(OCCSc3nnc(-c4ccccc4)o3)ccc12,1,-1,15,9,0.9,15,4,-1.7,5,i
Cc1cccc(C)c1NC(=O)CNC(=O)C1CCCN(C(=O)c2ccc(Cl)cc2)C1 (centres undefined),-1,x,-6,4,x,2,8,0.3,x,2.5
CC(Oc1ccccc1F)C(=O)NNC(=O)c1ccc(F)c(S(=O)(=O)N2CCOCC2)c1 (centres undefined),x,6,1,0,-1.6,1,4,3.8,1,4.3
C=CCOC(=O)C1=C(C)OC(N)=C(C#N)C1c1ccc(OC)c(CSc2ccccn2)c1 (centres undefined),4,21,-9,-2,3.4,-1,9,0.6,7,0.0
CCCNC(=O)c1ccc(COc2ccc(CCC)cc2OC)o1,-5,4,-4,1,2.7,3,6,0.3,6,-0.6
CC(C)(COC(=O)C(c1ccccc1)c1ccccc1)CN1CCOCC1,x,x,-61,-2,x,1,-5,x,x,x
COc1ccc(C(=O)Nc2cccc(C(=O)N3CCCCC3)c2)cc1,-3,19,2,-3,9.3,2,4,-0.2,-6,i
Cc1ccc(CN2CCN(Cc3c(C)nn(-c4ccc(F)cc4)c3C)CC2CCO)o1 (centres undefined),-1,16,-6,-8,-1.1,-1,-3,0.0,1,-0.6
CC1(C)C2CCC1(C)C(OC(=O)c1ccccc1C(=O)O)C2 (centres undefined),10,14,5,8,0.6,3,13,-2.1,4,-0.6
Cc1ccc(S(=O)(=O)N2CCCCC2)cc1NC(=O)c1cnccn1,x,x,-2,-3,-2.0,-2,4,x,x,i
C=CCC[C@@H](Cc1ccc(F)cc1)C(=O)OC[C@@H](Cc1c[nH]c2ccccc12)NC(=O)[C@@H](CC=C)CC(=O)N[C@H](CO)Cc1ccccc1,-15,x,-3,-10,-0.7,2,-11,0.0,x,i
O=C(COc1ccc(S(=O)(=O)N2CCOCC2)cc1)NCCc1ccc(Cl)cc1,x,x,x,12,0.9,-1,-3,x,x,0.9
O=C(NCCN1C(=O)S/C(=C\c2cccs2)C1=O)[C@H](Cc1ccccc1)N1C(=O)c2ccccc2C1=O,-14,3,x,x,x,x,x,-1.4,-5,x
COc1ccc(C(=O)/C=C\c2ccc(NC(=O)c3cccs3)cc2)cc1,-48,13,-23,18,-1.5,1,10,1.5,-1,-0.2
COc1ccccc1CC(=O)Nc1ccc(S(=O)(=O)N2CCN(C)CC2)cc1,5,22,4,-3,-0.4,-2,7,-0.9,2,i
COc1ccc2ncc(OC(C)=O)cc2c1,-4,8,-15,3,x,8,1,0.1,9,-0.7
CN(C)c1ccc(/C=C2\C(=O)NC(=O)N(Cc3ccc(F)cc3)C2=O)cc1,-17,12,-2,23,0.8,-3,-58,-1.4,2,0.2
CCc1nn(CCCC(=O)NCc2ccc(OC(C)C)cc2)c(=O)c2cc3occc3n12,-5,5,9,16,0.7,3,-10,0.3,-9,-0.1
COC(=O)C1CCN(C(=O)COC(=O)/C=C/c2ccc(O)c(OC)c2)CC1,0,x,-6,7,-0.9,2,7,0.2,x,-0.3
CCCN1CCN(C(=O)C2CCN(c3ncnc4c3nc3n4CCCCC3)CC2)CC1,-2,45,-5,-2,-0.2,1,12,-1.6,-1,-4.8
COc1ccc(N(C(=O)COc2ccc(C)cc2)S(=O)(=O)c2ccc(C)cc2)cc1,-14,2,-4,-4,x,-7,-3,-0.2,0,-0.4
Cc1ccc(C)c(-n2nnnc2SCC(=O)NNC(=O)c2ccco2)c1,13,30,3,-1,x,0,1,2.9,2,-1.1
